Screening results deposited in PubChem BioAssay by several laboratories.
NRP1-CendR mod: NRP-1/CendR interaction modulation; FAM-RPARPAR peptide binding to NRP-1, fluorescence polarization; 360,000 compounds, 0.85% hits; inhibition, % at 25 µM;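 active = inhibition or corrected inhibition above about 18%, plus a signal ratio from 0.5 to 1.5, limit read from the data, passing the limit was not always enough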; note: strong numbers were not always called active
Target sequence (O14786 whole entry, looked up): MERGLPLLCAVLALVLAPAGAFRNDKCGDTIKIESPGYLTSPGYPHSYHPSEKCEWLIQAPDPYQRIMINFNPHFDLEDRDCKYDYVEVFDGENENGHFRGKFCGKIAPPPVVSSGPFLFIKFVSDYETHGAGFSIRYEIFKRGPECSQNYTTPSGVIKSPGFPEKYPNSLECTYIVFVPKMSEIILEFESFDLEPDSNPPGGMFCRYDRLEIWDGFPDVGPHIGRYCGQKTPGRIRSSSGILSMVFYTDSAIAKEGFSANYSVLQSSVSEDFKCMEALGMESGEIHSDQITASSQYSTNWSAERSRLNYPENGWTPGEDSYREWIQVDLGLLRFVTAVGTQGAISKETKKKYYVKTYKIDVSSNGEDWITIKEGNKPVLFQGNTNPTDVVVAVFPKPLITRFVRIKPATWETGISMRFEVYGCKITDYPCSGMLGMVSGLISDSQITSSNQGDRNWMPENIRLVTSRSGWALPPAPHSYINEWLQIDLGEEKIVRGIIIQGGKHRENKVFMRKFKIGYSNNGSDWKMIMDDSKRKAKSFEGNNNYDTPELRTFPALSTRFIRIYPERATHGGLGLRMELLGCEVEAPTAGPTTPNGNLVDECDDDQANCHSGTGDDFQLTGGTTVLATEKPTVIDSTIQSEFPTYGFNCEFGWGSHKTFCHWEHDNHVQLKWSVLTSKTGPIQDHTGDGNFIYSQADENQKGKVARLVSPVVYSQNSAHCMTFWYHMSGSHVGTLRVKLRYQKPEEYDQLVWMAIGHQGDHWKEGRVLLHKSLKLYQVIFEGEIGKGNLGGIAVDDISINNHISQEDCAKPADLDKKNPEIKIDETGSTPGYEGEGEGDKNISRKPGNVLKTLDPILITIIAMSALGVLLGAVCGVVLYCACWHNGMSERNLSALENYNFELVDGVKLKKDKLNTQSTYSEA
MT1-MMP act inh: inhibitors of human MT1-MMP activation | P50281 | HT1080 RFP-PRO-GFP cells, GFP/RFP ratio fluorescence, overnight; percent of plate control window, DMSO zero | GFP/RFP ratio change, % at 20 µM | 360,000 compounds, 0.061% hits | AID 651647;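 active = GFP/RFP ratio change of at least 30% with cell ATP level not reduced by more than half and red fluorescence within 50% of control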; note: strong numbers were not always called active
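Assay system: HT1080 RFP-PRO-GFP cells. Benchmarks: DMSO vehicle wells and RFP-L50D-GFP reporter cell wells. Times: overnight cell settling, then overnight compound exposure, 37 °C, 5% CO2. Compound: 20 µM single dose, 1% DMSO. Read-out basis: GFP/RFP fluorescence ratio.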
FAS TE block: FAS thioesterase (human) inhibition; P49327; 360,000 compounds, 0.67% hits; recombinant FAS-TE, OMFH fluorogenic substrate, fluorescence endpoint; inhibition, % at 15 µM;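 active = compounds whose normalised, plate-corrected inhibition of enzyme fluorescence in the single-dose primary screen is 50% or more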;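 note: 0% = DMSO with enzyme and 100% = substrate without enzyme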
Neddylation inh: inhibitors of human cullin neddylation; P61081+Q13564; TR-FRET cullin neddylation, biochemical; calls only at 25 µM; 360,000 compounds, 0.58% hits; in the data active = inhibition above about 36%
MsrA inh: inhibitors of bovine MsrA; inhibition, % at 15.5 µM; AID 651718; 360,000 compounds, 0.75% hits; purified bovine MsrA, absorbance read-out; in the data active = inhibition above about 4.5%;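 note: 0% = vehicle wells with enzyme and 100% = reference inhibitor wells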
SKN-1 block: blocks SKN-1 activity in C. elegans. C. elegans VP596 Pgst-4::GFP/RFP ratio, acrylamide-induced, 24 h. inhibition, % at 21.8 µM. 360,000 compounds, 0.49% hits;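 active = interference check ratio from 0.5 to 1.5 plus GFP to RFP signal ratio inhibition reaching or exceeding a fixed threshold, cut at about 30% in these data, passing the limit was not always enough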; note: some compounds called inactive have numbers as strong as hits
bovine MsrA act: activators of bovine methionine sulfoxide reductase A; purified bovine MsrA, absorbance read-out; activation, % at 10.6 µM; 360,000 compounds, 0.3% hits; AID 602163; in the data active = activation above about 7.5%;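 note: 0% = vehicle and 100% = reference activator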
E coli Lon inh: inhibits E. coli Lon protease; P0A9M0; purified E. coli Lon protease, fluorescence polarization; inhibition, % at 7.94 µM; 360,000 compounds, 0.42% hits; AID 602123; in the data active = inhibition above about 13%, passing the limit was not always enough;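 note: 0% = enzyme with probe and DMSO and 100% = no enzyme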
Rin1-Abl PPI inh: human Rin1-Abl interaction inhibition. TR-FRET Rin1/Abl binding, biochemical. inhibition, % at 7.35 µM. 360,000 compounds, 0.4% hits; in the data active = inhibition above about 5%, passing the limit was not always enough
* = called active by the depositor; i = inactive; x = not tested or not shown; + = active, no number.

SMILES | NRP1-CendR mod | MT1-MMP act inh | FAS TE block | Neddylation inh | MsrA inh | SKN-1 block | bovine MsrA act | E coli Lon inh | Rin1-Abl PPI inh
O=C(c1cccc(Br)c1)c1conc1C(=O)c1ccco1 | 5 | 2 | 7 | i | -0.8 | 1 | -3 | -4 | -2
COC(=O)c1ccc(CSc2nc3ccccc3s2)o1 | -16 | -2 | 22 | i | -0.7 | 26 | 1 | -7 | -1
CC1(C)CC(=O)C(C2=NC(C)(C)Cc3ccccc32)=C(O)C1 | -3 | -2 | -7 | i | 1.2 | 5 | -10 | -4 | 4
COc1ccc(NC(=S)N2CCN(c3ccccn3)CC2)cc1OC | -4 | 9 | -3 | i | 2.4 | 17 | -1 | -2 | 1
COCc1ccc(C(=O)N2CCCC(N(C)CCc3ccc(OC)c(OC)c3)C2)s1 (centres undefined) | -3 | -2 | -7 | i | -0.2 | 12 | -1 | 3 | 2
Cn1c(-c2ccccc2)nc2cnccc21 | -2 | 2 | -6 | i | 0.4 | -3 | -5 | 2 | 2
CCCn1c(SCC(=O)Nc2cccc(C)n2)nnc1C(C)C | 9 | -2 | -12 | i | 0.7 | 10 | -4 | -8 | 0
CC(C)CCNC(=O)CCn1nc(-c2ccc(Cl)cc2)ccc1=O | 3 | 4 | 14 | i | -0.9 | 9 | -2 | -5 | 2
Nc1ccnn1Cc1ccncc1 | 2 | 0 | -6 | i | -0.1 | 14 | -7 | 1 | 1
COC(=O)c1cccc(NC2CC(=O)N(c3ccc(OC)c(OC)c3)C2=O)c1 (centres undefined) | 3 | -2 | -10 | i | 1.4 | -24 | -10 | 1 | 0
C=CCOC(=O)C1=C[C@H](C2CCCCC2)[C@@H](CCCO)[C@H](OCC)O1 | 12 | 1 | 2 | i | -0.9 | 9 | 0 | 0 | 3
Cc1nnc(SCC(=O)Nc2sccc2C(N)=O)n1Cc1ccccc1 | 0 | 3 | -3 | i | 1.4 | 9 | -1 | -8 | 0
COc1cccc(NC(=O)c2nnn(CC(=O)Nc3cc(C)cc(C)c3)c2N)c1 | -2 | 2 | -1 | i | 1.8 | -2 | -4 | -6 | 0
CCCc1cc(=O)[nH]c(SCc2cccnc2)n1 | -6 | 2 | -7 | i | -1.2 | 4 | -4 | 4 | 2
Cc1ccc(-c2c(C#N)c(N)nc3c2CCCC3)o1 | 9 | -4 | 0 | + | 0.6 | 8 | -8 | -2 | 0
O=C(O)c1[nH]c2ccccc2c1NS(=O)(=O)c1ccc(F)cc1 | 8 | -7 | -15 | i | 0.2 | 3 | -1 | 0 | 6
O=C(O)CNC(=S)NCc1ccccc1 | 7 | -5 | -5 | i | 0.5 | -1 | -1 | 3 | 0
COc1ccc(C(O)(CCC(C)C)C(CN2CCOCC2)c2ccc(Cl)cc2)cc1 (centres undefined) | 0 | -20 | 23 | i | 0.2 | -14 | 1 | 9 | -1
CCOc1ccccc1-c1cnc(NC)cn1 | 6 | 1 | -11 | x | 0.7 | 3 | -6 | -2 | 0
C=C(C)c1cccc(C(C)(C)NC(=O)Nc2nncs2)c1 | -4 | 1 | -2 | i | 1.7 | -8 | -3 | 0 | 0

Compound profiles, from the list above:
CCOc1ccccc1-c1cnc(NC)cn1 as listed: NRP1-CendR mod: 6; MT1-MMP act inh: 1; FAS TE block: -11; Neddylation inh: x; MsrA inh: 0.7; SKN-1 block: 3; bovine MsrA act: -6; E coli Lon inh: -2; Rin1-Abl PPI inh: 0
C=CCOC(=O)C1=C[C@H](C2CCCCC2)[C@@H](CCCO)[C@H](OCC)O1 as listed: NRP1-CendR mod: 12; MT1-MMP act inh: 1; FAS TE block: 2; Neddylation inh: i; MsrA inh: -0.9; SKN-1 block: 9; bovine MsrA act: 0; E coli Lon inh: 0; Rin1-Abl PPI inh: 3

Continued:
SMILES | NRP1-CendR mod | MT1-MMP act inh | FAS TE block | Neddylation inh | MsrA inh | SKN-1 block | bovine MsrA act | E coli Lon inh | Rin1-Abl PPI inh
OCCNCc1ccc(-c2ccccc2)cc1 | 0 | 6 | -13 | i | 0.0 | 17 | 0 | -4 | 0
O=C1COc2ccc(C(=O)COC(=O)c3ccco3)cc2N1 | 5 | 0 | -4 | i | -0.2 | 12 | -3 | 6 | -1
O=Cc1ccc(-c2ccccc2C(=O)O)o1 | 35* | 5 | -4 | i | 2.9 | -2 | -15 | -13 | 3
Cc1ccccc1NS(=O)(=O)c1ccc(C(=O)NCCCN2CCCC2=O)cc1 | 8 | -3 | -4 | i | -0.8 | -6 | -4 | 3 | 3
Cc1cc(CSc2ccccc2)ccc1NC(=O)c1ccc(Cl)c([N+](=O)[O-])c1 | 7 | 4 | 33 | i | -1.1 | -17 | -3 | -4 | 1
COc1ccc(CNC(=O)Cn2c(=O)n(CC(=O)N3CCCCC3)c(=O)c3sccc32)cc1 | 6 | -4 | -4 | i | -0.2 | 17 | -3 | 11 | -2
O=C(CCCSc1ccccc1)Nc1ccc(Cl)c(S(=O)(=O)N2CCOCC2)c1 | -7 | -6 | 26 | i | 0.6 | -11 | -3 | -10 | 1
CC(C)C(=O)N1c2ccccc2NC2=C(C(=O)CCC2)C1c1ccc(N(C)C)cc1 (centres undefined) | -18 | 4 | -4 | i | 3.1 | -9 | -3 | -4 | -1
NC(=O)Cn1cc(C(=O)C(=O)N2CCOCC2)c2ccccc21 | -8 | -2 | -7 | i | 1.8 | 23 | -2 | 1 | -3
CCOC(=O)c1sc(=NC(=O)c2ccc(C)c(C)c2)n(C)c1C | 4 | 3 | -2 | i | 2.1 | -11 | -6 | 3 | 3
Cc1c(/C(O)=C2/C(=O)C(=O)N(CCN(C)C)C2c2ccc(C(C)C)cc2)cnn1-c1ccccc1 (centres undefined) | -3 | 0 | -7 | i | 3.3 | 5 | 3 | 10 | 0
Cc1oc(-c2ccccc2F)nc1CS(=O)CC(=O)NC1CC1 (centres undefined) | -6 | 2 | -6 | i | -1.6 | 9 | -2 | 16 | 1
CC(/C=N/NC(=O)c1nnn(-c2nonc2N)c1CN1CCCCC1)=C\c1ccccc1 | 5 | 4 | 17 | i | 0.4 | -11 | -3 | 14 | 0
Cc1cc(C(=O)NCCCN(C)C)c2ccccc2n1 | 12 | 0 | -8 | i | 0.7 | -13 | -3 | -4 | 5
COc1ccc(CCNC(=O)NCCc2c[nH]c3ccccc23)cc1OC | 2 | 2 | -5 | i | -1.6 | -6 | -5 | -2 | 0
C=CCSc1ncnc2c1oc1nc3c(cc12)COC(C)(C)C3 | 2 | 2 | -2 | i | -0.4 | 11 | -1 | -7 | -2
CCc1nc2ccccc2c(C(=O)OCC(=O)C(C)(C)C)c1C | 16 | -3 | 11 | i | 0.2 | 1 | 1 | 4 | 1
COc1ccc(S(=O)(=O)N2CCOC2CNC(=O)C(=O)NCCc2ccccc2)cc1C (centres undefined) | -2 | -2 | 1 | i | 0.1 | -11 | 2 | -11 | -2
CCN(CC)S(=O)(=O)c1ccc(N(C)C)c(NC(=O)CSCc2c(C)noc2C)c1 | 8 | 4 | -2 | i | -0.4 | -4 | -6 | 2 | 1
CCOc1ccc(NC(=S)Nc2ccc(F)cc2)cc1 | 3 | 4 | -4 | i | -0.7 | 3 | -2 | 2 | 0
CCOC(=O)C1=CCC(c2cccs2)N(S(=O)(=O)c2ccc(C)cc2)C1 (centres undefined) | 9 | 1 | 15 | i | 0.1 | 8 | -4 | 2 | 2
COc1ccc(CCNS(=O)(=O)c2ccc3c(c2)CCN3C(=O)CCC(=O)O)cc1OC | 7 | 1 | -2 | i | 0.6 | -2 | 1 | -1 | -1
O=C(CC1Nc2ccccc2NC1=O)NCc1cccnc1 (centres undefined) | -4 | 3 | -4 | i | 1.5 | 5 | 2 | -5 | -1
CCN(C(=O)CSc1nc2ccc(O)cc2c(=O)n1-c1ccc(OC)c(OC)c1)C1CCS(=O)(=O)C1 (centres undefined) | -8 | 0 | -5 | i | 1.3 | 5 | -3 | -3 | 1
CCN(CC)S(=O)(=O)c1ccc(C(=O)NCC(c2ccc(OC)cc2)N2CCOCC2)cc1 (centres undefined) | -4 | 4 | -2 | i | -0.5 | -7 | -1 | -16 | 2
O=C(CN1CCc2ccccc2C1)Nc1ccccc1C(=O)NC1CC1 | -6 | 3 | -2 | i | 0.4 | 2 | -5 | 1 | -1
CN(C(=O)c1cc(COc2ccc(F)cc2Cl)on1)C1CCCc2ccccc21 (centres undefined) | 5 | 1 | 34 | i | 1.1 | 9 | -3 | -9 | 5
COCCn1c(SC2CCOC2=O)nc2ccccc2c1=O (centres undefined) | -7 | -3 | -6 | i | 0.2 | 11 | -2 | 4 | 1
CN1C(=O)NC(c2ccc(O)cc2)C2=C1CN(c1ccc(O)cc1)C2=O (centres undefined) | -1 | 1 | -3 | i | 1.6 | -1 | -4 | -2 | 1
CC(=O)Nc1ccc(NC(=O)CCCSc2nc3ccccc3s2)cc1 | -11 | 0 | -1 | i | -0.4 | 1 | -3 | -1 | 0
CCCc1nc2c(ccc3ccccc32)cc1CC | 4 | 3 | 16 | i | -0.3 | 5 | -2 | 2 | 0
O=C1CCC(c2ccccc2)=NN1 | 0 | 4 | -4 | i | -0.2 | -6 | -2 | -2 | -2
CSCCC(NC(=O)c1ccccc1Cl)C(=O)Nc1ccc(C)c(S(=O)(=O)N2CCOCC2)c1 (centres undefined) | -7 | 5 | 1 | i | 0.5 | 30 | 0 | -3 | 1
O=C1CN(C(=O)c2ccccc2)C(c2ccccc2)c2cc(Cl)ccc2N1 (centres undefined) | 0 | -4 | 0 | i | 1.0 | 4 | -9 | 0 | 0
O=C(Cc1ccccc1)NC1CCSc2ccccc21 (centres undefined) | 11 | -4 | 1 | i | -0.1 | -4 | -4 | 3 | -2
Cc1ccc(C2=NN(C(=O)COc3ncnc4ccccc34)C(c3ccco3)C2)cc1 (centres undefined) | -20 | 0 | 9 | i | 1.2 | 5 | -4 | 1 | 1
NC(=S)N=Nc1c(O)n(CCCl)c2ccccc12 | 11 | 9 | 2 | i | 4.6* | 11 | -2 | 0 | 0
O=C(Cc1ccc(Cl)cc1)c1c[nH]c(C(=O)NCCCn2ccnc2)c1 | 10 | 2 | -6 | i | 2.4 | 11 | -1 | 6 | 0
Cc1cccc(C)c1OCCn1nnc2ccccc21 | -19 | -2 | 4 | i | 1.5 | 11 | -2 | -9 | -2
COc1ccc(-c2ccc(NS(=O)(=O)c3ccc([N+](=O)[O-])cc3)cc2)nn1 | 5 | 6 | 14 | i | 1.5 | 17 | -9 | -10 | 0

2 compounds from above, showing only NRP1-CendR mod and MsrA inh:
molecule,NRP1-CendR mod,MsrA inh
O=C(Cc1ccccc1)NC1CCSc2ccccc21 (centres undefined),11,-0.1
Cc1ccc(C2=NN(C(=O)COc3ncnc4ccccc34)C(c3ccco3)C2)cc1 (centres undefined),-20,1.2

Carrying on.
SMILES | NRP1-CendR mod | MT1-MMP act inh | FAS TE block | Neddylation inh | MsrA inh | SKN-1 block | bovine MsrA act | E coli Lon inh | Rin1-Abl PPI inh
COc1cc(OC)cc(C(=O)NCC(=O)OCC(=O)Nc2ccc(C)c(S(=O)(=O)N3CCOCC3)c2)c1 | -4 | 2 | 0 | i | 2.1 | -6 | -10 | 3 | 2
O=C(Nc1nc(=O)c2ccccc2s1)c1ccc(F)cc1 | -7 | -2 | -7 | i | 0.7 | 11 | 6 | 0 | -4
COc1ccc(CCNC(=O)c2ccc([N+](=O)[O-])cc2)cc1 | 2 | 1 | 41 | i | -0.3 | 12 | -2 | 1 | -2
CC1(C)Cc2ccccc2C(Nn2cnnc2)=N1 | -2 | 0 | -5 | i | -1.3 | 4 | -1 | -10 | 3
COC(=O)c1c(C(=O)OC)c(-c2ccccc2)n2c1CS(=O)(=O)C2 | 6 | 3 | -6 | i | 1.3 | -9 | -2 | 1 | -4
O=C(Cn1nnc(-c2ccccc2)n1)Nc1ccccc1N1CCOCC1 | 21 | 6 | -4 | i | 0.5 | 0 | -8 | -2 | 5
